Screening results as filed in PubChem.
TGFb SMAD3 inh – qHTS for Inhibitors of TGF-b; HepG2 CAGA-GFP TGF-b/SMAD3 reporter, GFP fluorescence, 18 h; TGF-beta stimulated, 500 pg/mL final; Potency, µM (titrated, usually from 46.1 µM), for inactives: at the highest dose activity, negative = inhibition, most hits filed as inhibitors; 410,000 tested, 1.2% active; note: potency is the fitted concentration of half-maximal effect; % is set by controls: 0 for no effect and ±100 for the full control effect; nearly all actives have a fitted effect of over 65% in size
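Inhibition of TGF-beta-driven CAGA-GFP reporter expression in HEPG2 cells is measured by cellular GFP fluorescence after 18 h stimulation with 500 pg/mL recombinant TGF-beta in 1% FBS medium at 37 degrees C.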
CCT chaperon mod – High-Throughput Screening for Modulators of Cytosolic Chaperonin Activity | purified chaperonin ATPase assay, HTRF ADP detection, 30 min | activity change, % (test concentration not listed), hits read low | 360,000 tested, 0.3% active | AID 651819, 2012; in the data active = activity change below about -30%; note: % is set by controls: 0 for no effect and ±100 for the full control effect
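Enzyme 40 or 20 nM (batch-dependent) in Tris pH 7.4/KCl/MgCl2/DTT; cpd 76 uM single point; ATP 10 uM; 30 min 37 °C; Transcreener ADP HTRF detection, 30 min RT; ratio 665/615.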
Nrf2 inh – Nrf2 qHTS screen for inhibitors; 360,000 tested, 2.1% active; A549 ARE-Fluc reporter, luciferase luminescence, 18-24 h; AID 504444, 2011; Potency, µM (highest dose often 46 µM), for the others: at the highest dose activity change, negative = inhibition, hits mostly inhibitors; note: potency is the fitted concentration of half-maximal effect; % is set by controls: 0 for no effect and ±100 for the full control effect; nearly all actives have a fitted effect of over 60% in size
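Concentration-response testing used A549 ARE_Fluc cells at 5000 cells/well. Following an 18-24 h compound incubation, viability was read by fluorescence (Ex 405/Em 525) and luciferase output by luminescence.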
HepG2 tox – qHTS for Inhibitors of TGF-b: Cytotox Counterscreen. HepG2 CAGA-GFP viability, ATP luminescence, 18 h. Potency, µM (top dose mostly 46.1 µM), without a hit: at the highest dose activity change, negative = cytotoxicity, actives largely listed as cytotoxic. 410,000 tested, 0.76% active. AID 588856, 2011; note: potency is the fitted concentration of half-maximal effect; some results filed as inactive show a strong effect at the top dose
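CellTiter-Glo luminescence gave cytotoxicity after 18 hours at 37 degrees C. The cells were HepG2 CAGA-GFP in 1% FBS DMEM, stimulated with 500 pg/mL TGF-beta after compound addition. %Activity was normalised to no-cell wells (complete cell-killing) and DMSO (no toxicity), and curves were fitted and classified.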
A549 viability – Nrf2 qHTS screen for inhibitors: counterscreen for cytotoxicity; A549 ARE-Fluc cells, CellTiter-Fluor viability, 18-24 h; 390,000 tested, 0.16% active; Potency, µM (highest dose often 46 µM), for inactives: at the highest dose activity change, negative = cytotoxicity, usual class: inhibitors; note: potency is the fitted concentration of half-maximal effect; % is set by controls: 0 for no effect and ±100 for the full control effect
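Cytotoxicity counterscreen: CellTiter-Fluor fluorescence was measured in A549 ARE_Fluc cells after 18-24 h of compound exposure in a concentration series. The subsequent BugLite luminescent read reports ARE-luciferase activity.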
S2 tox – Viability Counterscreen for Primary qHTS for Inhibitors of ATXN expression; AID 651635, 2014; Potency, µM (series often up to 56.7 µM), hits mostly cytotoxic; 400,000 tested, 0.49% active; S2 cells (HEK-293 line with an ATXN2-luciferase reporter) viability, CellTiter-Fluor protease fluorescence, 24 h; note: potency is the fitted concentration of half-maximal effect; nearly all actives have a fitted effect of over 40% in size
pAkt inh – HTS Assay for Inhibitors of Akt Phophorylation: Primary Screen; Neuro2A IGF-stimulated pAkt S473 HTRF, 20 min; active compounds read low; activity change, % for hits at 50 µM; 360,000 tested, 0.32% active; in the data active = activity change below about -80%; inconclusive = mostly about -51% to -80%; note: % is set by controls: 0 for no effect and ±100 for the full control effect
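Neuro2A cells (4,500/well, DMEM with 0.5% FBS) were treated with compound at a single 50 µM final concentration, stimulated with 6 nM IGF for 20 min at 37 °C, and lysed. Phospho-Akt Ser473 was read by HTRF as 665/615 ratio ×10^4.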
Nrf2 ARE act – qHTS of Nrf2 Activators | AREc32 ARE-luciferase reporter (MCF7-derived line), luminescence, 24 h | 410,000 tested, 0.31% active | Potency, µM (series often up to 46.1 µM), inactives show top-dose activation, hits mostly activators; note: potency is the fitted concentration of half-maximal effect; % of control where 0% means no effect; nearly all actives have a fitted effect of over 65% in size
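Luminescent ARE reporter assay in AREc32_Fluc cells: overnight plating at 37 deg C, 24 hr compound incubation, Steady-Glo added, 30 min RT before reading.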
MmCpn inh – Inhibitors of TCP-1 ring complex (TRiC) of Methanococcus maripaludis (MmCpn): qHTS; Chaperonin Mm-Cpn (Methanococcus maripaludis); purified Mm-Cpn ATPase, ADP Transcreener TR-FRET; Potency, µM (series often up to 76.9 µM), for inactives: at the top dose activity, negative = inhibition, actives largely listed as inhibitors; 330,000 tested, 0.031% active; AID 504842, 2011; note: potency is the fitted concentration of half-maximal effect; % is set by controls: 0 for no effect and ±100 for the full control effect; nearly all actives have a fitted effect of over 80% in size
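Quantitative HTS used 25 nM Mm-CPN and 10 uM ATP in magnesium/KCl Tris buffer, pH 7.4, with 1 mM DTT. Hydrolysis ran 30 min at 37°C; ADP was read by HTRF.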
The depositor's hits bear a star; i = inactive; ? = inconclusive; · = not tested or not shown; ! = repeats disagree; [ ] = dose if it differs, or a comment. Unless noted, calls come from the whole dose curve; as a rule, active = well fitted curve in the direction sought with a large enough effect; inconclusive = small, poorly fitted or top-dose-only effect, or another doubt; inactive = no such curve, though single readings can be large; an effect the other way counts as inactive or inconclusive.

1: O=C(NCc1ccncc1)C(=O)N/N=C/c1ccc(OCc2ccccc2)cc1
2: COC(=O)[C@@]1(Cc2ccc(F)cc2)[C@H]2c3cc(C(=O)N(C)C)n(C[C@H](O)CO)c3C[C@H]2CN1C(=O)c1ccccc1
3: CC(C)C[C@@H](CN1C(N)=NC[C@@H]1C)NC(=O)CC12CC3CC(CC(C3)C1)C2
4: COc1ccc(-c2noc(C3CC(=O)N(c4cc(C)cc(C)c4)C3)n2)cc1 (centres undefined)
5: CCc1ccc(C(N)=S)cc1
6: CCCN1C(=O)c2[nH]nc(-c3cc(Cl)c(C)cc3O)c2C1c1ccc(O)c(OC)c1 (centres undefined)

Compound	1	2	3	4	5	6
CCT chaperon mod	-1.7	0.1	-2.2	·	-3.3	2.3
MmCpn inh	2%	-2%	1%	·	1%	1%
HepG2 tox	0%	-2%	-7%	-1%	8%	3%
A549 viability	-2%	-5%	-6%	-1%	1%	6%
S2 tox	i	i	i	i	i	i
TGFb SMAD3 inh	14%	-17%	0%	10%	-3%	?
Nrf2 ARE act	3.5%	0.0%	-0.9%	-1.3%	0.1%	-0.4%
Nrf2 inh	-6%	-6%	5%	-5%	4%	0%
pAkt inh	i	i	i	·	i	i

7: COc1ccc(CCNC(=O)CSCc2ccc(Br)cc2)cc1OC
8: COc1ccc(C(O)c2ncc(-c3ccccc3C)[nH]2)cc1 (centres undefined)
9: O=C(CN1C(=O)C(=O)N(C2CCCC2)C1=O)NCCc1ccc(F)cc1
10: O=C(N/N=C/c1cc([N+](=O)[O-])ccc1O)C1CCCCC1
11: CC(C)(C)C(=O)CCN1C(=O)C2(OCCO2)c2ccccc21
12: CCOC(=O)c1cc(OC(=O)c2cccc(C)c2)n(-c2ccccc2)n1

Compound	7	8	9	10	11	12
CCT chaperon mod	-1.4	-1.4	-3.8	-1.9	-2.4	·
MmCpn inh	-7%	·	0%	1%	-1%	·
HepG2 tox	-1%	0%	8%	-12%	-4%	7%
A549 viability	1%	·	-3%	-18%	12%	0%
S2 tox	?	i	i	i	?	i
TGFb SMAD3 inh	8%	10%	11%	0%	12%	-4%
Nrf2 ARE act	-0.7%	0.4%[9.22 µM]	-0.7%	-0.4%	3.3%	-0.3%
Nrf2 inh	?	·	-8%	-28%	·	-12%
pAkt inh	i	i	i	i	i	·

Arranged by heavy-atom count (high to low): some entries from above.
6: CCCN1C(=O)c2[nH]nc(-c3cc(Cl)c(C)cc3O)c2C1c1ccc(O)c(OC)c1 (centres undefined)
4: COc1ccc(-c2noc(C3CC(=O)N(c4cc(C)cc(C)c4)C3)n2)cc1 (centres undefined)
9: O=C(CN1C(=O)C(=O)N(C2CCCC2)C1=O)NCCc1ccc(F)cc1
7: COc1ccc(CCNC(=O)CSCc2ccc(Br)cc2)cc1OC
8: COc1ccc(C(O)c2ncc(-c3ccccc3C)[nH]2)cc1 (centres undefined)
10: O=C(N/N=C/c1cc([N+](=O)[O-])ccc1O)C1CCCCC1
5: CCc1ccc(C(N)=S)cc1

Compound	6	4	9	7	8	10	5
CCT chaperon mod	2.3	·	-3.8	-1.4	-1.4	-1.9	-3.3
MmCpn inh	1%	·	0%	-7%	·	1%	1%
HepG2 tox	3%	-1%	8%	-1%	0%	-12%	8%
A549 viability	6%	-1%	-3%	1%	·	-18%	1%
S2 tox	i	i	i	?	i	i	i
TGFb SMAD3 inh	?	10%	11%	8%	10%	0%	-3%
Nrf2 ARE act	-0.4%	-1.3%	-0.7%	-0.7%	0.4%[9.22 µM]	-0.4%	0.1%
Nrf2 inh	0%	-5%	-8%	?	·	-28%	4%
pAkt inh	i	·	i	i	i	i	i

The list continues.
13: COc1ccc(CC(=O)Nc2cccc3c2CCCC3)cc1
14: Nc1cc(C(=O)OCC(=O)N2CCN(C(=O)COC(=O)c3ccc(Cl)c(N)c3)CC2)ccc1Cl
15: OCCNC(=S)Nc1cc(Cl)cc(Cl)c1
16: COc1ccc(Cn2c(=O)oc3ccc(C)cc32)cc1
17: c1ccc(OCC2CCNCC2)nc1
18: Cc1ccc(C)c(NC(=O)c2nnn(Cc3ccc(F)cc3Cl)c2N)c1

Compound	13	14	15	16	17	18
CCT chaperon mod	-0.4	-1.5	-0.5	1.3	1.2	·
MmCpn inh	0%	-11%	-1%	-1%	1%	·
HepG2 tox	-49%	30%	13%	-6%	-45%	-14%
A549 viability	13%	-11%	-2%	11%	-3%	-16%
S2 tox	i	i	i	i	i	?
TGFb SMAD3 inh	14%	1%	4%	-2%	-8%	?
Nrf2 ARE act	-0.3%	-0.2%	-0.1%	3.2%	6.7%	5.8%
Nrf2 inh	-12%	14%	2%	-8%	-7%	?
pAkt inh	i	i	i	i	i	·

19: Cc1nnc(CN(C)C(=O)CC2C(=O)NCCN2Cc2ccccc2C)o1 (centres undefined)
20: Cc1nc2c(OCc3ccc(C(F)(F)F)cc3)cccn2c1N(C)C(=O)CCC1CCCC1
21: CN(C)c1ccc(/C=C(/NC(=O)c2ccccc2Cl)C(=O)NCCN2CCOCC2)cc1
22: Cc1ccc(NC(=O)c2cc(S(=O)(=O)N3CCCCC3)c[nH]2)cc1C
23: Cc1ccc(N(C(=O)C2CCC(=O)N2)C2(C(=O)NC3CCCC3)CCCCC2)cc1 (centres undefined)
24: O=C(c1ccc2c(c1)OCO2)N1CCCC(c2ccccc2)C1 (centres undefined)

Compound	19	20	21	22	23	24
CCT chaperon mod	1.8	1.2	0.6	-0.7	2.2	-0.4
MmCpn inh	0%	·	-4%	-4%	0%	2%
HepG2 tox	-4%	-92%	2%	2%	7%	2%
A549 viability	2%	·	-7%	0%	-4%	-2%
S2 tox	i	?	i	i	i	i
TGFb SMAD3 inh	2%	?	18%	-2%	2%	-24%
Nrf2 ARE act	-0.8%	0.3%[9.22 µM]	0.0%	-0.5%	0.1%	3.4%
Nrf2 inh	0%	·	?	-6%	-4%	0%
pAkt inh	i	i	i	i	i	i

25: CCOc1cc(C(c2c(C)[nH][nH]c2=O)c2c(C)[nH][nH]c2=O)ccc1O
26: O=C(c1ccco1)N1CCN(Cc2nc3ccc([N+](=O)[O-])cc3c(=O)n2-c2ccccc2F)CC1
27: CCOC(=O)[C@H](CCc1ccccc1)N[C@H]1CCc2ccccc2N(CC(=O)O)C1=O
28: FC(F)(F)c1cc(CCN2C(=S)NC[C@@H]2Cc2ccccc2)cc(C(F)(F)F)c1
29: CC(C)NC(=S)N=Nc1c(O)[nH]c2ccc([N+](=O)[O-])cc12
30: CN(Cc1ccccc1)c1nc(-c2ccc([N+](=O)[O-])cc2)nc2ccccc12

Compound	25	26	27	28	29	30
CCT chaperon mod	-0.6	-1.0	-3.2	-0.3	1.0	-0.2
MmCpn inh	0%	-3%	·	·	-5%	-7%
HepG2 tox	-2%	-23%	12%	-72%	-28%	-5%
A549 viability	2%	-2%	1%	-1%	-19%	-6%
S2 tox	i	i	35µM*!	·	i	i
TGFb SMAD3 inh	-5%	4%	9%	?	?	-6%
Nrf2 ARE act	17%	0.2%	-0.1%	-0.4%	16%	-0.2%
Nrf2 inh	-1%	6%	5%	-3%	-11%	?
pAkt inh	i	i	i	i	i	i

31: O=C(CN1CCOCC1)Nc1ccc(N2CCN(c3ccccc3)CC2)c(F)c1
32: O=C1CSC(c2ccccn2)N1c1ccc2ccccc2c1 (centres undefined)
33: Cc1cc(C)c(OCCCn2ccnc2)c(C)c1
34: CCC(C)NC(=O)c1ccc2c(SCC(=O)O)c3c(nc2c1)CCCC3 (centres undefined)
35: Cc1cc2ccccc2cc1CN1CCOCC1
36: C=CCc1ccc(OCCN2CCc3ccccc3C2)c(OC)c1

Compound	31	32	33	34	35	36
CCT chaperon mod	0.7	-1.9	2.5	-3.8	-1.7	-1.2
MmCpn inh	1%	1%	1%	0%	2%	2%
HepG2 tox	11%	-4%	5%	5%	3%	-7%
A549 viability	1%	-13%	-2%	-3%	10%	-1%
S2 tox	i	·	?	?	i	i
TGFb SMAD3 inh	-7%	0%	-3%	12%	-6%	-18%
Nrf2 ARE act	-0.6%	0.6%	0.1%	0.3%	0.0%	3.2%
Nrf2 inh	-4%	?	-9%	3%	-9%	?
pAkt inh	i	·	i	i	i	i

37: OC(COc1ccc2c(c1)OCO2)CN1CCCCC1 (centres undefined)
38: COc1ccc(/C=C/C(=O)Nc2nonc2NC(C)=O)cc1
39: O=C1CCCN1CC(O)CS(=O)(=O)c1ccccc1 (centres undefined)
40: N=C1/C(=C\c2ccc(-c3cc(Cl)cc(Cl)c3)o2)C(=O)N=C2SC=C(c3ccccc3)N12
41: COc1cc(/C=N/NC(=O)c2sc3nc(C)cc(C)c3c2N)ccc1O
42: CCCCC1=CC2=CC(=O)C(C)(OC(=O)CC)C(=O)C2=CN1Cc1ccc(OC)cc1 (centres undefined)
43: O=C(NC1CCCCNC1=O)c1ccccc1 (centres undefined)

Compound	37	38	39	40	41	42	43
CCT chaperon mod	0.5	0.5	-2.3	-4.1	-5.2	-0.3	2.1
MmCpn inh	0%	0%	2%	-2%	-2%	-3%	-1%
HepG2 tox	2%	-21%	-11%	29%	-29%	-18%	-8%
A549 viability	5%	-3%	-7%	-11%	-15%	-16%	1%
S2 tox	i	?	i	?	i	i	i
TGFb SMAD3 inh	3%	-5%	?	6%	-6%	?	?
Nrf2 ARE act	-0.6%	2.7%	-0.3%	0.0%	2.7%	0.3%	2.1%
Nrf2 inh	7%	-8%	-16%	11%	?	-18%	2%
pAkt inh	i	i	i	i	i	i	i
